Bioassay records (PubChem)
TRPV1 ag = HTS Assay for Compounds that Act as Agonists of the Vanilloid Receptor 1; Transient receptor potential cation channel subfamily V member 1 (Homo sapiens), Q8NER1; TRPV1-expressing cells, Fluo-8 calcium influx, agonist mode; activation, % at 8.33 µM; 0.19% of 320,000 active; AID 540275, 2011; in the data active means activation above about 80%; inconclusive means between about 30% and that limit; further: 0% is about no effect
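Cells expressing TRPV1 were dye-loaded with Fluo-8 and read kinetically: 10 s baseline, 3 min after compound (agonist portion), then 2 min after EC20 capsaicin (allosteric enhancer portion). Calcium-bound dye fluorescence at 480/520 nm.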
A-T KAP1 phos = qHTS Assay for Identifying a Potential Treatment of Ataxia-Telangiectasia. […] A-T fibroblasts, KAP-1 phosphorylation AlphaLISA; neocarzinostatin DNA damage 30 min before lysis. Potency, µM (highest dose often 57.5 µM), inactives show at the top dose activation, most hits filed as activators. 0.19% of 320,000 active; further: potency means the concentration at half of the fitted maximal effect; % of control where 0% means no effect; nearly all actives have a fitted effect of over 45% in size
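hTERT-immortalized A-T patient fibroblasts ([…]), 500 cells/well in OPTI-MEM, 1% FBS, got compounds for 60 min, then NCS for 30 min at 37C. Lysates were then assayed for phospho-KAP-1 by AlphaLISA (anti-pKAP1 donor, anti-KAP1 acceptor beads), 6 hr at 25C.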
p53 reactivation = qHTS assay for re-activators of p53 using a Luc reporter; H1299 p53-A138V BP100-luciferase reporter, luminescence, 24 h; 0.063% of 320,000 active; Potency, µM (doses to about 92.2 µM), inactives show at the highest dose activity change, positive = activation, actives largely listed as activators; further: potency means the concentration at half of the fitted maximal effect; % of control where 0% means no effect; nearly all actives have a fitted effect of over 45% in size
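H1299 (p53-null), stable ts p53-A138V + BP100-Luc; 1000 cells/well, Opti-MEM/10% FBS; cpd 4 pt, 1:5; 24 h, 37 deg C, 5% CO2; detection reagent 10 min RT; luminescence.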
ELG1 repair inh = qHTS screen for small molecules that inhibit ELG1-dependent DNA repair in human embryonic kidney (HEK293T) cells expressing luciferase-tagged ELG1 | HEK293T ELG1-luciferase reporter, luminescence, 16 h; DNA damage induced by 5-fluorouridine | Potency, µM (series often up to 46.1 µM), without a hit: at the highest dose activity change, negative = inhibition, usual class: inhibitors | 2.3% of 330,000 active; further: potency means the concentration at half of the fitted maximal effect; on the % scale 0 is the no-effect control and ±100 the full control effect; nearly all actives have a fitted effect of over 55% in size
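DMSO vehicle served as the neutral condition. Each well held 2,000 cells given 5-fluorouridine plus compound; after 16 hr at 37 °C/5% CO2, ONE-Glo was added and luciferase measured 30 min later.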
BRCA1 expr act = qHTS Assay to Identify Small Molecule Activators of BRCA1 Expression; Potency, µM (titrated, usually from 46.1 µM), without a hit: at the highest dose activation, actives largely listed as activators; 1.1% of 380,000 active; MCF7-BRCA1-FFLuc reporter, luminescence, 48 h; response scale: scaled: vehicle 0%, 10 µM genistein 100%; further: potency means the concentration at half of the fitted maximal effect; nearly all actives have a fitted effect of over 80% in size; some results filed as inactive show a strong effect at the top dose
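Using MCF7 cells harboring a BRCA1 firefly luciferase reporter, plated 2 h before compound pinning, the screen measured luminescence after 48 h incubation. Responses were normalized to DMSO and 10 microM genistein, then fitted for concentration-effect.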
B2AR arrestin = qHTS assay of beta-arrestin-biased ligands of beta2-adrenergic receptor; AID 492947, 2010; 0.02% of 330,000 active; beta-arrestin recruitment to beta2AR, cell-based reporter; Potency, µM (highest dose often 46.1 µM), for inactives: top-dose activation, actives largely listed as activators;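 further: potency means the concentration at half of the fitted maximal effect; 0% = DMSO controls and full agonism = EC100 isoproterenol or metaproterenol; nearly all actives have a fitted effect of over 65% in size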
Target sequence (P07550 whole entry, looked up): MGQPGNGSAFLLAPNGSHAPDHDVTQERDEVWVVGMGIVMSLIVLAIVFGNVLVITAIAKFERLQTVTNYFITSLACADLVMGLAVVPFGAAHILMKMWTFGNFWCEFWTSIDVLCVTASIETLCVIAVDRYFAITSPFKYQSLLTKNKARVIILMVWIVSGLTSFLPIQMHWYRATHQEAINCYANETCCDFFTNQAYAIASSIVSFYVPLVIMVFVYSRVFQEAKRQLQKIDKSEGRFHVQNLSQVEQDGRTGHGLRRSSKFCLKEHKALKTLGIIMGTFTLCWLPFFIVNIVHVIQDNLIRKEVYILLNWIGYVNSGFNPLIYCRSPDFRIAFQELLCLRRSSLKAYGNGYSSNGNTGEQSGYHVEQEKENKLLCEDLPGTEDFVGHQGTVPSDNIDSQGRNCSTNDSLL
Integrin act MD = qHTS for Activators of Integrin-Mediated Alleviation for Muscular Dystrophy; alpha7betagal myoblasts, beta-gal FDG fluorescence, 48 h; Potency, µM (highest dose often 38.3 µM), for the others: at the top dose activation, hits mostly activators; 0.064% of 350,000 active; AID 624291, 2012;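 further: potency means the concentration at half of the fitted maximal effect; 100% = response of the positive control SU9516; nearly all actives have a fitted effect of over 60% in size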
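alpha7betagal+/- myoblasts (passage 13, 250/well) treated 48 h at 37C with compounds at 1:260 dilution of DMSO stock. Lysed, then beta-galactosidase activity read as FDG fluorescence (ex 480/em 540) after 30 min, with pre-read for autofluorescence.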
TCR activator = Activators of T cell receptors: qHTS campaign; primary human leukocytes, anti-CD3, IL-2 HTRF, 48 h; Potency, µM (series often up to 9.22 µM), for inactives: top-dose activation of IL-2 secretion, actives largely listed as activators; 330,000 tested, under 10 active; further: % of control where 0% means no effect
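Compounds are tested in HTS on primary human leukocytes co-incubated with a-CD3 beads for 48 hr. IL-2 output is measured by time-resolved FRET.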
PTAP TSG101 blk = qHTS Assay for Iinhibitors of HIV-1 Budding by Blocking the Interaction of PTAP/TSG101. Tumor susceptibility gene 101 protein (Homo sapiens), Q99816. Fluorescence polarization, FITC-PTAP peptide / Tsg101 binding. Potency, µM (series often up to 115 µM), without a hit: at the top dose activity change, negative = inhibition, most hits filed as inhibitors. 340,000 tested, under 10 active. AID 493005, 2010; active means well fitted inhibition curve with a large enough effect in the main read-out, with a control signal flat, not every such curve was filed as active; inconclusive means small, poorly fitted or top-dose-only effect, or effect the other way, or a change in a side signal; inactive means no such curve, though single readings can be large or run the other way; further: potency means the concentration at half of the fitted maximal effect; % of control where 0% means no effect
Target sequence (Q99816 whole entry, looked up): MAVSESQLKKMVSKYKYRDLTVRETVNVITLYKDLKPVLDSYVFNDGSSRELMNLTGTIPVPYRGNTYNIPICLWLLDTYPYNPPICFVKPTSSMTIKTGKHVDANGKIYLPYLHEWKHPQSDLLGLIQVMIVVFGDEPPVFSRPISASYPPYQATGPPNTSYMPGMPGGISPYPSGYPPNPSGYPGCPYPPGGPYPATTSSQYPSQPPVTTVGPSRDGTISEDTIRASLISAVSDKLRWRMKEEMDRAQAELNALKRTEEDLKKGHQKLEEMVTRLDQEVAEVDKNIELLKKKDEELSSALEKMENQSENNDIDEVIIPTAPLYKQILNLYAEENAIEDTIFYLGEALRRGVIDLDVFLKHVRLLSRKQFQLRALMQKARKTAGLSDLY
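Tsg101 binding domain (10 uM final) was mixed with compound and a FITC-labeled PTAP peptide (50 nM final) in HEPES pH 7.5 buffer with NaCl, Tween 20, EDTA and TCEP; fluorescence polarization was read after 20 min at r.t.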
MLL CXXC-DNA inh = qHTS Fluorescence Polarization Assay for Inhibitors of MLL CXXC domain - DNA interaction. MLL-CXXC / FITC-HOXA9 DNA fluorescence polarization. AID 2662, 2010. Potency, µM (titrated, usually from 115 µM), without a hit: at the top dose activity change, negative = inhibition, most hits filed as inhibitors. 0.037% of 290,000 active. Histone-lysine N-methyltransferase 2A (Homo sapiens), Q03164; active means well fitted inhibition curve with a large enough effect in the polarisation, with a control signal flat, not every such curve was filed as active; inconclusive means small, poorly fitted or top-dose-only effect, or effect the other way, or a change in a side signal; inactive means no such curve, though single readings can be large or run the other way; the % refers to the polarisation; further: potency means the concentration at half of the fitted maximal effect
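Steps: dispense CXXC domain solution (7 uM) → pin compounds or unlabeled HOX-A9 DNA control → 5 min ambient → add FLSN-HOX-A9 solution (50 nM) → spin → 30 min ambient → fluorescence polarization. Tris pH 7.5/NaCl/DTT/BSA buffer.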
Starred values were filed as active, the others as inactive; ? = inconclusive; · = no result given; & = joins results of further samples; [ ] = another dose, or the depositor's remark. Unless noted, the call rests on the fitted dose curve; in most records, active means well fitted curve in the direction sought with a large enough effect; inconclusive means small, poorly fitted or top-dose-only effect, or another doubt; inactive means no such curve, though single readings can be large; an effect the other way counts as inactive or inconclusive.

SMILES	TRPV1 ag	A-T KAP1 phos	p53 reactivation	ELG1 repair inh	BRCA1 expr act	B2AR arrestin	Integrin act MD	TCR activator	PTAP TSG101 blk	MLL CXXC-DNA inh
CCn1c(SCC(=O)Nc2ccccc2N2CCOCC2)nnc1-c1ccccc1O	1	0%	-7%	-12%	-11%	0.3%	-2%	5%	-3%	-2%
CCCc1cc(=O)n2[nH]c(C)c(-c3ccc(OC)cc3)c2n1	-5	-2%	5%	13%	-17%	-0.9%	15%	-2%	-3%	2%
CC(NC(=O)CN(c1ccc(F)cc1)S(C)(=O)=O)c1ccccc1 (stereo not given)	1	-8%	-6%	0%	4%	0.4%	18%	·	1%	-18%
COc1ccc(CNC(=O)[C@H](C)NC(=O)C2CCN(C(=O)[C@@H](N)CCSC)CC2)cc1	2	7%	4%	?	1%	-0.5%	10%	0%	0%	-3%
Cc1ccc(S(=O)(=O)NC(=O)c2ccc(Br)o2)c(C)c1	-5	-9%	1%	2%	-3%	-3.6%	29%	-1%	-1%	10%
CCOC(=O)NC(=O)c1cn(Nc2ncc(C(F)(F)F)cc2Cl)c(=O)[nH]c1=O	0	-1%	0%	14%	7%	-0.2%	-2%	-3%	1%	13%
CCOc1ccccc1NC(=O)CN1C(=O)COc2ccccc21	-2	4%	·	-17%	-2%	-1.1%	-7%	·	-5%	10%
O=c1ncn(-c2ccccc2C(F)(F)F)c2ncccc12	-1	-7%	2%	7%	2%	4.7%	9%	1%[46.1 µM]	1%	5%
CCCCNS(=O)(=O)c1ccc2nc(SCC(=O)N3CC(C)OC(C)C3)[nH]c2c1 (stereo not given)	0	-1%	2%	-13%	7%	0.5%	9%	-2%	-6%	2%
CCN(CC)c1ccc2cc(-c3nc(-c4cc5ccccc5oc4=O)cs3)c(=O)oc2c1	·	·	·	·	-7%	·	6%	0%	?	·
COc1ccc(C(=O)NCC(=O)Nc2cccc(S(=O)(=O)NCc3ccco3)c2)cc1OC	1	0%	-4%	-3%	-38%	-0.9%	-18%	-3%	0%	?
CC(C)(C)OC(=O)N1C[C@H](O)C[C@H]1C(=O)OCC(=O)c1ccc([N+](=O)[O-])cc1	2	-4%	11%	-1%	3%	0.7%	-55%[inhibitor]	1%	-14%	-3%
Cc1ccc(-c2nc3cc(NS(=O)(=O)c4ccc(C)cc4)ccc3o2)cc1	3	·	-10%	-1%	16%	0.5%	14%	-9%	-8%	12%
Cc1noc(C)c1S(=O)(=O)N1CCCC(C(=O)NCCC2=CCCCC2)C1 (stereo not given)	0	4%	1%	-4%	-16%	-0.6%	-41%	-1%	0%	-2%
CCOC(=O)c1sc(NC(=O)c2cc3c(s2)CCC(C)C3)nc1C (stereo not given)	?	1%	-2%	?	-92%	-0.9%	21%	-10%	4%	-8%
Cc1ccc(-n2cc(CN3CCNC(=O)CC3)c(-c3ccc(F)cc3)n2)cc1	?	6%	-5%	-13%	-13%	-0.6%	34%	0%	-1%	-5%
Cc1cccc(CN2CCC(C(=O)Nc3cccc(-c4cscn4)c3)CC2)n1	0	12%	15%	?	-12%	-0.1%	0%	3%	4%	12%
Cc1ccc(S(=O)(=O)NCCc2ccncc2)cc1[N+](=O)[O-]	2	3%	2%	-4%	-13%	0.4%	-28%	-4%	-3%	1%
COCCCNC(=O)CN(Cc1ccc(Cl)cc1)S(C)(=O)=O	0	0%	-7%	6%	14%	0.0%	-14%	0%	-7%	-7%
COc1cc(S(=O)(=O)NC2CCCC2)ccc1Cl	1	1%	-2%	8%	-12%	-0.1%	13%	-1%	-8%	5%
Cc1ccc(N(CC(=O)Nc2cc(C)cc(C)c2)S(=O)(=O)c2cccc3nonc23)cc1	0	0%	-1%	-1%	-20%&-2%	0.1%	-3%	0%	-3%	19%
COc1cccc(/C=C2\SC(=S)N(CC3CCCO3)C2=O)c1 (stereo not given)	9	3%	?	?	-18%	-1.1%	-9%	4%[46.1 µM]	-8%	7%
CC(C)N(CCNC(=O)c1cn(C)c2ccc(S(=O)(=O)N(C)C)cc2c1=O)Cc1ccccc1	?	-2%	-1%	-2%	8%	0.2%	12%	0%	-5%	-7%
Cc1ccc(C(=O)N/C(=C\c2cn(C)c3ccccc23)C(=O)N2CCN(C)CC2)cc1	0	22%	4%	14%	-23%	-0.6%	21%	1%	1%	16%
COc1cccc(C(c2nnnn2C(C)(C)C)N2CCN(C3CCCCC3)CC2)c1OC (stereo not given)	7	-5%	-14%	1%	-1%	-0.5%	-6%	7%	-3%	1%
CC(C)CNC(=O)COC(=O)CCC(=O)c1ccc(F)cc1	3	9%	-1%	1%	3%	-0.1%	1%	4%	-5%	-9%
CCOc1cc(/C=C(\C#N)C(=O)Nc2cccc(C(=O)O)c2)ccc1OCc1ccccc1Cl	19	-1%	6%	?	1%	0.1%	27%	2%	-4%	3%
O=C(Nc1ccccc1C(F)(F)F)c1cc2ccccc2o1	6	-4%	·	?	?	-1.0%	-4%	-7%	-1%	-2%
Cn1c(SCC(=O)Nc2cc(=O)n(C)c(=O)n2C)nnc1-c1cccs1	0	1%	2%	17%	·	0.1%	·	·	·	-2%
COc1ccccc1NC(=O)CN1C(=O)NC2(CCCCCCC2)C1=O	-3	-4%	-3%	11%	-9%	-0.3%	-100%[inhibitor]	0%	0%	-4%
O=S(=O)(c1ccc2ccccc2c1)N1CCN(S(=O)(=O)c2c(F)cccc2F)CC1	·	7%	?	?	?	-0.3%	·	-11%	-2%	·
CC(OC(=O)CNC(=O)c1ccc2c(c1)OCO2)C(=O)NCCC1=CCCCC1 (stereo not given)	3	6%	10%	12%	-2%	-0.1%	-30%	0%	-4%	-4%
Cc1ccc(NC(=O)c2ccc3c(c2)C(=O)N(c2ccccc2C)C3=O)nc1	?	7%	10%	9%	-16%	0.5%	13%	5%	0%	·
Cc1ccc(-n2nnc(-c3cccnc3)n2)cc1	·	·	·	·	?	·	8%	3%	0%	·
COc1ccc(C(=O)NC(=S)N(C)C2CCCCC2)cc1Br	?	5%	5%	-8%	4%	0.8%	-6%	-3%	3%	-7%
O=C(c1ccc2c(c1)OCCO2)C1CCN(C(=O)Nc2ccc(F)cc2)CC1	?	8%	-1%	?	20%	-0.4%	?	-2%	0%	-2%
O=C(CSc1ncccn1)NCc1ccc(F)cc1	-2	-12%	15%	?	23%	0.2%	8%	9%	-6%	2%
Cc1cc([N+](=O)[O-])ccc1NC(=S)NC(=O)Cc1ccccc1	?	5%	4%	5%	0%	0.2%	-4%	7%	1%	6%

Some of these compounds in order of molar mass, smallest number first:
SMILES	TRPV1 ag	A-T KAP1 phos	p53 reactivation	ELG1 repair inh	BRCA1 expr act	B2AR arrestin	Integrin act MD	TCR activator	PTAP TSG101 blk	MLL CXXC-DNA inh
Cc1ccc(-n2nnc(-c3cccnc3)n2)cc1	·	·	·	·	?	·	8%	3%	0%	·
O=C(CSc1ncccn1)NCc1ccc(F)cc1	-2	-12%	15%	?	23%	0.2%	8%	9%	-6%	2%
Cc1cc([N+](=O)[O-])ccc1NC(=S)NC(=O)Cc1ccccc1	?	5%	4%	5%	0%	0.2%	-4%	7%	1%	6%
COc1ccccc1NC(=O)CN1C(=O)NC2(CCCCCCC2)C1=O	-3	-4%	-3%	11%	-9%	-0.3%	-100%[inhibitor]	0%	0%	-4%
Cc1ccc(NC(=O)c2ccc3c(c2)C(=O)N(c2ccccc2C)C3=O)nc1	?	7%	10%	9%	-16%	0.5%	13%	5%	0%	·
O=C(c1ccc2c(c1)OCCO2)C1CCN(C(=O)Nc2ccc(F)cc2)CC1	?	8%	-1%	?	20%	-0.4%	?	-2%	0%	-2%
O=S(=O)(c1ccc2ccccc2c1)N1CCN(S(=O)(=O)c2c(F)cccc2F)CC1	·	7%	?	?	?	-0.3%	·	-11%	-2%	·
